High-throughput results from PubChem BioAssay.
DT40 TDP1 CPT – growth inhibition of DT40 Tdp1-/-;hTDP1 cells with camptothecin (screen for TDP1 inhibitors) | 420,000 compounds, 12% hits | AID 686979 | Potency, µM (top dose mostly 46.2 µM), for inactives: at the top dose activity change, negative = growth inhibition, hits mostly inhibitors | chicken DT40 Tdp1-/-;hTDP1 cells + 20 nM CPT, ATP luminescence, 48 h; further: nearly all actives have a fitted effect of over 55% in size
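Chicken DT40 Tdp1-/- cells complemented with human TDP1, 400 cells/well, exposed to compounds plus 20 nM camptothecin for at least 48 h at 37 C; viability read as ATP content by CellTiter-Glo luminescence.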
N370S GC – inhibits or activates N370S mutant glucocerebrosidase; P04062; N370S GC spleen homogenate, 4MU-glucoside fluorescence; Potency, µM (highest dose often 59.4 µM), inactives show at the highest dose activity change, negative = inhibition, most hits filed as inhibitors; 330,000 compounds, 0.092% hits;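 further: 0% = full enzyme activity and -100% = no enzyme basal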
FEN1 inhibitor – inhibitors of human flap endonuclease 1. Potency, µM (doses to about 114 µM), for inactives: at the top dose activity change, negative = inhibition, usual class: inhibitors. 390,000 compounds, 0.35% hits. P39748. Recombinant FEN1 flap cleavage, fluorescence, 15 min; further: nearly all actives have a fitted effect of over 65% in size
Target sequence (P39748 whole entry, looked up): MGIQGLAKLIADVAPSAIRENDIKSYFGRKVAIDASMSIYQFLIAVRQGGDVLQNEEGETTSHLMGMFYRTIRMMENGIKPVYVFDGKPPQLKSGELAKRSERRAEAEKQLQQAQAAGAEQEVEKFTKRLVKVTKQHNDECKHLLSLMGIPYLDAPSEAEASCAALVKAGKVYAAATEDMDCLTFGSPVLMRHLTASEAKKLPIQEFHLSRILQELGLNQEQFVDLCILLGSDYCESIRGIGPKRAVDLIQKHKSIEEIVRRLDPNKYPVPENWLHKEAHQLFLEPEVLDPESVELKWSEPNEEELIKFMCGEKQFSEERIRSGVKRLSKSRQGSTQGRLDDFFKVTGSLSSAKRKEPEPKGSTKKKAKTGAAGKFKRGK
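In this screen, 50 nM flap DNA substrate was added to 10 nM FEN1 pretreated with compound for 15 min at room temperature; cleavage was followed with reads at 0 and 15 min, and Hill fitting gave concentration–response parameters.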
Starred values were filed as active, the others as inactive; ? = inconclusive; . = not tested or not shown. The call rests on the fitted dose curve; in most records, active means well fitted curve in the direction sought with a large enough effect; inconclusive means small, poorly fitted or top-dose-only effect, or another doubt; inactive means no such curve, though single readings can be large; an effect the other way counts as inactive or inconclusive. Unless noted, on the % scale 0 is the no-effect control and ±100 the full control effect; potency means the concentration at half of the fitted maximal effect.

The opening two records (preview)
SMILES	DT40 TDP1 CPT	N370S GC	FEN1 inhibitor
Cc1ccc(NCc2nc(SCC(=O)Nc3ccccc3)n[nH]2)cc1	9%	-4%	-3%
O=C1CCCC2=C1C1(O)C(=O)c3ccccc3C1(O)O2 (stereo unspecified)	-23%	-12%	-13%

This part in full, from the start:
SMILES	DT40 TDP1 CPT	N370S GC	FEN1 inhibitor
Cc1ccc(NCc2nc(SCC(=O)Nc3ccccc3)n[nH]2)cc1	9%	-4%	-3%
O=C1CCCC2=C1C1(O)C(=O)c3ccccc3C1(O)O2 (stereo unspecified)	-23%	-12%	-13%
CCN(CC)S(=O)(=O)c1cccc(C(=O)OCC(=O)NC(C)c2ccccc2)c1 (stereo unspecified)	1%	4%	-2%
Cc1ccc2[nH]c(=O)c(C(c3nnnn3C(C)(C)C)N3CCN(C(=O)c4ccco4)CC3)cc2c1 (stereo unspecified)	-4%	-7%	-1%
CCn1c(SCC(=O)O)nc2ccccc21	4%	1%	5%
Cc1cc(C)cc(NCc2cc(=O)oc3cc(-c4ccccc4)c(O)cc23)c1	?	0%	-6%
CCCCC(=O)NC(=O)NC(c1ccccc1)c1ccccc1	?	19%	-4%
Cc1cccc(C(=O)Nc2ccc(-c3nc4ccccc4s3)cc2Cl)c1	?	.	5%
COc1ccccc1CNC(=O)COC(=O)c1cccc(S(=O)(=O)N2CCOCC2)c1	-23%	-13%	14%
CC(=O)c1cccc(NC(=O)C(C)OC(=O)c2cc(C)oc2C)c1 (stereo unspecified)	-24%	-3%	-1%
CC(=O)NC(Cc1ccc(F)cc1)C(=O)NC1CCN(C(=O)NCc2ccccc2)CC1 (stereo unspecified)	-7%	-3%	13%
CCN(CC)C(=S)NCCc1ccccc1	17%	-3%	16%
COc1ccc(/C=C/C(=O)NCCOc2ccc(C)cc2)cc1	4%	-7%	-7%
COc1cc(C2NC(=S)NC(c3ccccc3)=C2C(C)=O)ccc1O (stereo unspecified)	4%	-3%	9%
CCOCCCN1C(=O)CN(C2CCCCC2)C(=O)C1c1ccc(OCC)c(OC)c1 (stereo unspecified)	-16%	-13%	4%
COc1cccc(CN2CCc3[nH]c(=S)[nH]c(=O)c3C2)c1	1%	-11%	2%
CCN(CC)c1ccc([N+](=O)[O-])cc1C(=O)N1CCOCC1	2%	0%	-14%
Cc1nc2ccccc2n1CC(=O)OCC(=O)N1CCC(C)CC1	4%	.	9%
NC(=O)C(CC(=O)O)NC(=O)[C@@H]1CCOc2c(I)cc([N+](=O)[O-])cc2C(=O)N[C@@H](CCC(=O)O)C(=O)N[C@@H](CO)C(=O)N1 (stereo partly specified)	-2%	-24%	4%
Cc1cccc(N2CCN(C(=O)CN3C(=O)COc4ccc(S(=O)(=O)N5CCCCCC5)cc43)CC2)c1C	?	.	-6%
COc1ccc(OC)c(CCNC(=O)Cn2ncc3c([nH]c4ccccc43)c2=O)c1	9%	.	8%
Cc1ccc(CNC(=S)NC2CCCCC2)cc1	?	-11%	4%
O=S(=O)(O)c1nc2ccccc2n1Cc1ccc(Cl)cc1	0%	1%	8%
CSc1ccccc1OCc1cc(C(=O)N(C)C(C)c2ccccn2)no1 (stereo unspecified)	-9%	0%	8%
CCN(CC)C(=O)N1CCN(C(=O)N2CCOCC2)CC1	11%	-2%	0%

Given bar-delimited: entries from further up
Compound | DT40 TDP1 CPT | N370S GC | FEN1 inhibitor
O=C1CCCC2=C1C1(O)C(=O)c3ccccc3C1(O)O2 (stereo unspecified) | -23% | -12% | -13%
CCN(CC)S(=O)(=O)c1cccc(C(=O)OCC(=O)NC(C)c2ccccc2)c1 (stereo unspecified) | 1% | 4% | -2%
Cc1ccc2[nH]c(=O)c(C(c3nnnn3C(C)(C)C)N3CCN(C(=O)c4ccco4)CC3)cc2c1 (stereo unspecified) | -4% | -7% | -1%
CCn1c(SCC(=O)O)nc2ccccc21 | 4% | 1% | 5%
Cc1cc(C)cc(NCc2cc(=O)oc3cc(-c4ccccc4)c(O)cc23)c1 | ? | 0% | -6%
CCCCC(=O)NC(=O)NC(c1ccccc1)c1ccccc1 | ? | 19% | -4%
Cc1cccc(C(=O)Nc2ccc(-c3nc4ccccc4s3)cc2Cl)c1 | ? | . | 5%
COc1ccccc1CNC(=O)COC(=O)c1cccc(S(=O)(=O)N2CCOCC2)c1 | -23% | -13% | 14%
CC(=O)c1cccc(NC(=O)C(C)OC(=O)c2cc(C)oc2C)c1 (stereo unspecified) | -24% | -3% | -1%
CC(=O)NC(Cc1ccc(F)cc1)C(=O)NC1CCN(C(=O)NCc2ccccc2)CC1 (stereo unspecified) | -7% | -3% | 13%
CCN(CC)C(=S)NCCc1ccccc1 | 17% | -3% | 16%
COc1ccc(/C=C/C(=O)NCCOc2ccc(C)cc2)cc1 | 4% | -7% | -7%
COc1cc(C2NC(=S)NC(c3ccccc3)=C2C(C)=O)ccc1O (stereo unspecified) | 4% | -3% | 9%
CCOCCCN1C(=O)CN(C2CCCCC2)C(=O)C1c1ccc(OCC)c(OC)c1 (stereo unspecified) | -16% | -13% | 4%
COc1cccc(CN2CCc3[nH]c(=S)[nH]c(=O)c3C2)c1 | 1% | -11% | 2%
CCN(CC)c1ccc([N+](=O)[O-])cc1C(=O)N1CCOCC1 | 2% | 0% | -14%
Cc1nc2ccccc2n1CC(=O)OCC(=O)N1CCC(C)CC1 | 4% | . | 9%
NC(=O)C(CC(=O)O)NC(=O)[C@@H]1CCOc2c(I)cc([N+](=O)[O-])cc2C(=O)N[C@@H](CCC(=O)O)C(=O)N[C@@H](CO)C(=O)N1 (stereo partly specified) | -2% | -24% | 4%
Cc1cccc(N2CCN(C(=O)CN3C(=O)COc4ccc(S(=O)(=O)N5CCCCCC5)cc43)CC2)c1C | ? | . | -6%
COc1ccc(OC)c(CCNC(=O)Cn2ncc3c([nH]c4ccccc43)c2=O)c1 | 9% | . | 8%
Cc1ccc(CNC(=S)NC2CCCCC2)cc1 | ? | -11% | 4%
O=S(=O)(O)c1nc2ccccc2n1Cc1ccc(Cl)cc1 | 0% | 1% | 8%
CSc1ccccc1OCc1cc(C(=O)N(C)C(C)c2ccccn2)no1 (stereo unspecified) | -9% | 0% | 8%

Going on with the list:
SMILES	DT40 TDP1 CPT	N370S GC	FEN1 inhibitor
Cc1ccc(S(=O)(=O)NC(CC(C)C)C(=O)N2CCCCCCC2)cc1 (stereo unspecified)	?	-1%	-5%
COc1ccccc1N(CC(=O)Nc1ccc(Br)cc1F)S(=O)(=O)c1cccs1	?	?	3%
CCCCN(C(=O)C1CCCO1)c1c(N)n(CC(C)C)c(=O)[nH]c1=O (stereo unspecified)	18%	1%	4%
Cc1ccc(CNC(=O)CCC2CCCN(C(=O)c3ccc4c(c3)OCO4)C2)o1 (stereo unspecified)	-23%	4%	-3%
COc1cccc(N2CCN(C(=O)c3cc(-c4ccccc4)nc4c3cnn4C(C)C)CC2)c1	?	.	-5%
O=C(Cc1ccccc1Nc1c(Cl)cccc1Cl)OCO/N=[N+](\[O-])N1CCCC1	.	5%	-29%
Cc1cccc(NC(=O)[C@H](Cc2ccccc2)NC(=O)OCc2ccccc2)c1	-17%	6%	7%
CC(=O)c1ccc(N(CC(=O)NC2CCCC2)C(=O)CNC(=O)c2cccs2)cc1	-8%	2%	-3%
CCCCSc1oc(-c2ccco2)nc1S(=O)(=O)c1ccccc1	?	21%	0%
O=C(CN1C(=O)NC(c2ccc(F)cc2)C1=O)NC1CCCCC1 (stereo unspecified)	2%	.	2%
N#CCCN(C(=O)COC(=O)c1ccc2c(=O)n3c(nc2c1)CCC3)c1ccc(F)cc1	-17%	12%	14%
N#CC1=C(SCc2ccccc2)NC(=O)CC1c1ccco1 (stereo unspecified)	-26%	-21%	-15%
O=C(Nc1cccc(S(=O)(=O)Nc2ccccc2F)c1)c1ccc2ccccc2n1	?	7%	?
Cc1ccc(OCc2nnc(SCC(=O)Nc3ccc4c(c3)OCO4)n2C)cc1	-7%	1%	-15%
COCCCOc1cc(NCc2ccccc2)c2ncn(C(C)C)c2c1	3%	.	-5%
O=C(COC(=O)c1ccccc1)NC1CCCCCC1	-8%	.	1%
O=c1c(Sc2ccccc2)c(C(F)(F)F)[nH]n1-c1ccccc1	?	1%	3%
Cc1ccc(-c2nc3cccc(C)n3c2Nc2ccc(F)cc2)o1	?	.	4%
O=C(NNC(=O)C12CC3CC(CC(C3)C1)C2)c1ccccc1O	8.2µM*	.	0%
Cc1ccc(S(=O)(=O)Nc2ccc(N3CCOCC3)cc2)cc1C	-29%	0%	2%
O=C(Nc1cccc(-c2nc3ccccc3o2)c1)c1cc([N+](=O)[O-])ccc1N1CCOCC1	?	.	-11%
CCOC(=O)c1ccccc1NC(=O)Cn1c(=O)n(-c2ccc(CC)cc2)c(=O)c2c(C)c(C(=O)N(C)C)sc21	8.2µM*	.	0%
CC(C)NC(=O)c1cc(-n2cnnc2)ccc1Cl	-4%	13%	-1%
Cc1ccc(-c2cn3cccnc3n2)cc1NC(=O)c1ccc(Br)o1	-19%	?	0%
CCOC(=O)N1CCN(C(=O)CN(c2ccc(OCc3ccccc3)cc2)S(C)(=O)=O)CC1	?	-5%	-1%

Remaining list, next part:
SMILES	DT40 TDP1 CPT	N370S GC	FEN1 inhibitor
Cc1oc(-c2ccoc2)nc1CN(CC1CCC(=O)N1)C(C)C (stereo unspecified)	9%	5%	-4%
COc1ccc(C2c3c(n[nH]c3C)CC(C)(O)C2C(C)=O)cc1OC (stereo unspecified)	-1%	-23%	-11%
Cc1nc(SCc2ccccc2C#N)n[nH]1	-2%	10%	-12%
CCN(CC)c1ccc(/C=N/NC(=O)CNC(=O)C2COc3ccccc3O2)c(O)c1 (stereo unspecified)	5.8µM*	-9%	-15%
CCCn1c(N)c(C(=O)CSc2nnc(C3CC3)n2Cc2ccccc2)c(=O)[nH]c1=O	-3%	-1%	0%
CCOc1ccc(N(CC(=O)NCc2ccco2)C(=O)CCC(=O)Nc2nccs2)cc1	-13%	-14%	2%

Not all compounds are listed (hit frequency here may not be typical).
